Screening data deposited in PubChem by several laboratories.
SRC3 inh – inhibitors of human steroid receptor coactivator 3 (SRC3) | HEK293 GAL4-SRC3 luciferase reporter, luminescence | inhibition, % at 3.6 µM | 360,000 tested, 0.17% active;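 active means inhibition above a per-campaign cutoff, the mean of all compounds plus 3 SD, cut at about 60% in these data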;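 further: 0% = DMSO-treated cells and 100% = gossypol-treated cells at 36 µM; higher means less SRC3-driven luciferase light from the GAL4 reporter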
NCOA1 inh – inhibits human SRC1 coactivator. Q15788. HEK293 GAL4-SRC1 luciferase reporter, luminescence. inhibition, % at 3.6 µM. 360,000 tested, 0.12% active;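 active means inhibition above the campaign mean plus 3 SD, with each screening campaign given its own cutoff, cut at about 60% in these data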;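 further: 0% = DMSO treated cells and 100% = gossypol at 36 µM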
TROY signal inh – inhibitors of TROY-dependent NF-kB signaling; Q293 LMP1-TROYcd NF-kB luciferase reporter, 4 h; inhibition, % at 10 µM; 360,000 tested, 0.98% active;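 active means compounds whose plate-normalised and pattern-corrected inhibition of the luciferase reporter signal at the single screening dose is 50% or more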
KKLEB tox – CF airway cell cytotoxicity counter-screen; activity change (cytotoxicity), % at 5 µM; KKLEB CF airway cells viability, ATPlite luminescence, overnight; active compounds read low; cells stimulated with P. aeruginosa culture filtrate; 360,000 tested, 0.36% active;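 active means corrected activity change at or below -50% at 5 µM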
NR5A2 inv ag – NR5A2 inverse agonism in reporter assay; HEK293T StAR-luciferase reporter, LRH-1 transfected, 24 h; inhibition, % at 3.6 µM; 360,000 tested, 0.13% active;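 active means inhibition above the mean inhibition of all tested compounds plus 3 SD, cut at about 73% in these data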;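 further: 0% = DMSO wells and 100% = reporter-only cells lacking LRH-1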
CF NFkB inh – inhibitors of cystic fibrosis induced NF-kB; AID 588850; 360,000 tested, 0.86% active; KKLEB NF-kB-GFP reporter, PAF-induced, GFP fluorescence overnight; inhibition, % at 5 µM;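 active means at least 50% inhibition at 5 µM, scaled per plate between neutral and stimulator controls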;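 further: PAF is a Pseudomonas aeruginosa culture filtrate used as stimulus; plate controls were PAF-stimulated DMSO wells for no effect and unstimulated DMSO wells for full effect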
SRC2 inh – human SRC2 (NCOA2) inhibition; 370,000 tested, 0.17% active; inhibition, % at 9 µM; HEK293 GAL4-SRC2 luciferase reporter, luminescence;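 active means inhibition above the mean inhibition of all tested compounds plus 3 SD, set per campaign, cut at about 52% in these data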;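 further: 0% = DMSO treated cells and 100% = cells given Gossypol at 36 µM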
TRAIL sens C8 – sensitizes caspase-8 expressing cells to TRAIL; NB7+C8 cells + TRAIL, ATPlite viability luminescence; inhibition (viability loss, TRAIL sensitization), % at 10 µM; 360,000 tested, 1% active; AID 624354;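 active means compounds causing at least 50% loss of cell viability in the single-dose screen, relative to plate controls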
TWEAK-Fn14 inh – inhibitors of TWEAK-Fn14 interaction signaling; TWEAK-stimulated Fn14 reporter cells, luciferase luminescence, 8 h; inhibition, % at 10 µM; 360,000 tested, 2% active; AID 1159606; in the data active means inhibition above about 50%
LMP1 NFkB inh – Epstein-Barr LMP1 NF-kappaB reporter inhibition; LMP1-induced NF-kappaB luciferase reporter cells, luminescence; inhibition, % at 12.5 µM; 350,000 tested, 0.69% active; in the data active means inhibition above about 41%;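 further: 0% = neutral control wells and 100% = reference inhibitor control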
COUP-TFII inh – inhibitors of human COUP-TFII (NR2F2). P24468. HEK293T NGFI-A luciferase reporter, luminescence. inhibition, % at 8.6 µM. 370,000 tested, 0.7% active. AID 686940;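 active means inhibition above a per-plate cutoff, mean inhibition of test wells between control levels plus 3 SD, cut at about 38% in these data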;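 further: cells cotransfected with COUP-TFII expression vector driving the NGFI-A reporter; 0% = median of COUP-TF2 test wells and 100% = reporter-only cells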
An asterisk follows results filed as active; nt = not tested or not shown.

SMILES | SRC3 inh | NCOA1 inh | TROY signal inh | KKLEB tox | NR5A2 inv ag | CF NFkB inh | SRC2 inh | TRAIL sens C8 | TWEAK-Fn14 inh | LMP1 NFkB inh | COUP-TFII inh
Cc1cc(C)c(C)c(S(=O)(=O)N2CCC(C(=O)NCC(c3ccccc3)N(C)C)CC2)c1C (configuration not stated) | 2 | 1 | 2 | -2 | -7 | -2 | -14 | 23 | 18 | -36 | -18
CC1(C(=O)Nc2cccc3c2CCCC3)CCN1C(=O)CCc1ccc(Cl)cc1Cl (configuration not stated) | -5 | -1 | 14 | -2 | 11 | -16 | 2 | -2 | -7 | nt | 7
Cc1cccc(N=Nc2ccc(O)c3ncccc23)c1 | -22 | -5 | -37 | 3 | -15 | -4 | -10 | 30 | 90* | 52* | 3
CS(=O)(=O)N1CCN(C(=O)c2ccc(Cl)s2)CC1 | 5 | -8 | 24 | 8 | -5 | 6 | -2 | -2 | -7 | -3 | -9
COCCNC(=O)C(=O)NCC1OCCN1S(=O)(=O)c1ccc(C)cc1 (configuration not stated) | 18 | 3 | 14 | 23 | 8 | -16 | 0 | -20 | -6 | 0 | 17
CC(C)(C)c1ccc(NC(=O)CNC2CCCc3ccccc32)cc1 (configuration not stated) | 8 | 2 | 5 | 0 | 19 | 5 | 9 | -10 | 3 | -5 | -10
CCC(CC)c1nnc(NC(=O)CC(C)c2ccccc2)s1 (configuration not stated) | 5 | 8 | 14 | -10 | 9 | 15 | 0 | -3 | 7 | 1 | 4
CC(=O)c1ccc(NC(=O)CCCN2C(=O)/C(=C/C(C)=C/c3ccccc3)SC2=S)cc1 | 6 | 6 | -27 | -6 | -9 | -10 | 18 | -1 | 29 | -2 | -8
O=C1Nc2ccccc2C1=Nc1ccc2[nH]c3ccccc3c2c1 | -2 | -14 | -10 | -17 | 14 | -13 | -24 | 13 | 28 | 3 | 11
COc1ccc(NC(=O)C2CCCN(S(=O)(=O)c3cccc4nonc34)C2)cc1 (configuration not stated) | 22 | -13 | -17 | -14 | 5 | 1 | 15 | 6 | 36 | 10 | 0
CCOC(=O)C1=C(C)N=C2SC=C(C)N2C1c1ccc(OC)cc1 (configuration not stated) | 20 | -6 | -3 | -3 | -16 | 5 | -6 | 24 | 2 | 6 | 0
CC(C)(C)c1ccc(/C=C/C(=O)O)s1 | 5 | -6 | -14 | -1 | 4 | -2 | -1 | 1 | 26 | 1 | 1
CCN1C(=O)c2cccc3c(S(=O)(=O)N(C(=O)c4cccnc4)c4ccc(OC)cc4)ccc1c23 | 1 | 4 | 33 | 1 | 3 | -9 | -2 | 1 | 62* | 0 | -1
O=c1nc2s/c(=C\c3ccco3)c(=O)n2nc1Cc1ccc(F)cc1 | -20 | -4 | 6 | -7 | 18 | 4 | -27 | -11 | 8 | 5 | -1
COCCCNC(=S)N/N=C/c1ccc(N(C)C)cc1 | -43 | -49 | -16 | 12 | -52 | -9 | -56 | 2 | -9 | -4 | -38

Record cards, as listed above. Order of screens: SRC3 inh | NCOA1 inh | TROY signal inh | KKLEB tox | NR5A2 inv ag | CF NFkB inh | SRC2 inh | TRAIL sens C8 | TWEAK-Fn14 inh | LMP1 NFkB inh | COUP-TFII inh
Listed for O=c1nc2s/c(=C\c3ccco3)c(=O)n2nc1Cc1ccc(F)cc1 = -20 | -4 | 6 | -7 | 18 | 4 | -27 | -11 | 8 | 5 | -1
Listed for COc1ccc(NC(=O)C2CCCN(S(=O)(=O)c3cccc4nonc34)C2)cc1 (configuration not stated) = 22 | -13 | -17 | -14 | 5 | 1 | 15 | 6 | 36 | 10 | 0

3 successive entries already listed, quoted:
SMILES | SRC3 inh | NCOA1 inh | TROY signal inh | KKLEB tox | NR5A2 inv ag | CF NFkB inh | SRC2 inh | TRAIL sens C8 | TWEAK-Fn14 inh | LMP1 NFkB inh | COUP-TFII inh
CCC(CC)c1nnc(NC(=O)CC(C)c2ccccc2)s1 (configuration not stated) | 5 | 8 | 14 | -10 | 9 | 15 | 0 | -3 | 7 | 1 | 4
CC(=O)c1ccc(NC(=O)CCCN2C(=O)/C(=C/C(C)=C/c3ccccc3)SC2=S)cc1 | 6 | 6 | -27 | -6 | -9 | -10 | 18 | -1 | 29 | -2 | -8
O=C1Nc2ccccc2C1=Nc1ccc2[nH]c3ccccc3c2c1 | -2 | -14 | -10 | -17 | 14 | -13 | -24 | 13 | 28 | 3 | 11

(continued)
SMILES | SRC3 inh | NCOA1 inh | TROY signal inh | KKLEB tox | NR5A2 inv ag | CF NFkB inh | SRC2 inh | TRAIL sens C8 | TWEAK-Fn14 inh | LMP1 NFkB inh | COUP-TFII inh
O=C(CN1CCCC1)N1c2ccccc2Sc2ccc(Cl)cc21 | 5 | -10 | 2 | -8 | 6 | 8 | 10 | 0 | 8 | -4 | 19
CCN(CC)C(=O)C(C)OC(=O)COc1ccc(Cl)cc1C (configuration not stated) | 9 | -1 | -6 | 11 | 4 | -28 | -11 | 5 | -5 | 0 | 1
O=C(CCSc1ccccc1)NC(=O)COC(=O)C1CCCCC1 | 1 | 6 | 0 | 5 | -4 | -9 | -9 | -5 | -8 | -1 | 8
CC1CN(S(=O)(=O)c2ccc(C(=O)Nc3nncs3)cc2)CC(C)O1 (configuration not stated) | 13 | 15 | 1 | 2 | 13 | 1 | -9 | 3 | 2 | 5 | -6
O=[N+]([O-])c1ccc(-c2nnc(CNC3CCCC3)o2)cc1 | -18 | -9 | -14 | 6 | -29 | -8 | -23 | -2 | -17 | -6 | -3
Cc1ccc(-c2cc(NC(=O)CSc3n[nH]c(N)n3)n(-c3ccccc3)n2)cc1 | 0 | -6 | -18 | 20 | -3 | -11 | -18 | 5 | 4 | 2 | 10
CCCOc1ccccc1N/C(N)=N/c1nc(C)cc(C)n1 | -3 | 0 | -3 | 7 | -10 | 3 | 9 | 7 | 3 | 4 | 13
CCn1cc(CNC(=O)c2cccc([N+](=O)[O-])c2)cn1 | 24 | -34 | 1 | -7 | 1 | 14 | 8 | -1 | 12 | -5 | 6
CCc1cc(C(=O)OC)c(NC(=O)c2cc(Br)cs2)s1 | 18 | 14 | 1 | -5 | -8 | -13 | nt | 25 | -13 | -3 | nt
COc1ccc(NC(=O)COC(=O)CCCC2=NS(=O)(=O)c3ccccc3N2)cc1 | -4 | -2 | -5 | 8 | 13 | 9 | 26 | -9 | 19 | -3 | -1
CCOC(=O)C1=C(N)OC(CCl)=C(C#N)C1c1ccsc1 (configuration not stated) | 12 | -2 | -2 | -9 | -2 | -7 | -3 | -21 | 37 | 7 | 0
O=C(NC(=S)Nc1ccccc1Br)C1CCCC1 | -33 | -56 | -57 | -6 | -33 | 24 | -31 | 2 | -18 | -39 | -29
CC1CCN(C(=O)CSc2nnc(Cc3cc(=O)[nH]c(=O)[nH]3)n2-c2ccc(Cl)cc2)CC1 | -8 | 12 | -5 | -1 | -8 | 11 | -24 | 8 | 0 | 1 | 4
CCNC(=O)CN(CCc1ccccc1)S(C)(=O)=O | 3 | -35 | 11 | 4 | -5 | 1 | -29 | -7 | -10 | -7 | -10
CC(=O)N1CCN(S(=O)(=O)c2cccc(C(=O)Nc3cc(C(F)(F)F)ccc3N3CCOCC3)c2)CC1 | 20 | -14 | 19 | -7 | 2 | 32 | 9 | -10 | 0 | -5 | -9
O=C1[C@H]2[C@@H](C(=O)N1c1cccc3ccccc13)C1(C(=O)c3ccccc3C1=O)N1CCC[C@@H]21 | -27 | -14 | -7 | 14 | -13 | -17 | 7 | 6 | -12 | -2 | -17
CC(C)(C)OC(=O)N(CCc1ccccc1)Cc1ccc(OCc2cccc(NC(=O)/C=C/c3ccccc3)c2)cc1 | -10 | -12 | -41 | 1 | -45 | 11 | 10 | -8 | -14 | 15 | -2
CCNC(=O)COC(=O)CCC(=O)c1ccc(F)cc1 | -12 | -9 | 11 | -7 | -6 | 11 | -12 | 0 | 6 | -13 | 7
CC(=O)Nc1ccc(NC(=O)CSc2nnc(NC(=O)C3CC(=O)N(c4ccc(F)cc4)C3)s2)cc1 (configuration not stated) | -12 | -21 | -7 | -10 | 26 | 8 | -22 | -4 | -11 | 1 | 11
CCCCCCOC(=O)c1ccc(NC(=O)c2cc(OC)c(OC)c(OC)c2Br)cc1 | 0 | -4 | 2 | 1 | -6 | -2 | -10 | -3 | 19 | 0 | 23
CCSc1cnnc2ccccc12 | -4 | 8 | -11 | 10 | 15 | -8 | -5 | -13 | 15 | -1 | -7
O=C(CN1C(=O)CSc2ncccc21)Nc1cccc(Cl)c1 | 16 | 6 | 21 | 0 | -4 | 3 | -29 | -4 | 7 | -3 | -22
CCCCN1C[C@H](c2ccc(OC)cc2)[C@@H](CC(=O)Nc2ccc(OC)cc2)C1=O | -5 | 0 | -8 | -23 | 4 | 14 | -10 | -2 | -3 | -3 | -2
Cc1cc(N(C)NC(=S)Nc2ccccc2)nc(C)n1 | 13 | -8 | -6 | 9 | -2 | 9 | 6 | -5 | 9 | 3 | -3
CCOc1ccccc1NC(=O)CCNS(=O)(=O)c1cccc2nonc12 | 2 | 0 | -2 | -3 | -1 | 2 | -2 | -15 | -9 | -2 | 11
Cc1nn(S(=O)(=O)c2ccccc2)c(C)c1Sc1ccc([N+](=O)[O-])cc1 | 14 | -11 | 6 | -3 | -2 | 12 | 24 | 0 | -9 | -7 | -5
C[C@@H]1CN([C@H](C)CO)S(=O)(=O)c2ccc(Br)cc2O[C@H]1CN(C)C(=O)C1CC1 | 5 | 6 | 5 | -3 | -3 | -1 | 11 | -11 | -15 | 8 | -15
COCCN=C1Sc2nc3ccc(C)cc3cc2CN1Cc1cccs1 | -10 | 2 | -12 | 6 | -21 | -46 | -13 | 3 | 1 | -12 | -17
CN(C(=O)c1ccc(NC(=O)Cc2cccc(NC(=O)C3CCN(C(=O)C4CCCC4)CC3)c2)cc1)C1CCCC1 | -13 | 3 | -2 | 10 | 17 | 8 | -25 | -5 | -9 | 3 | -23
O=C(CN(c1ccc(Cl)cc1)S(=O)(=O)c1ccccc1)N1CCN(c2ccccc2)CC1 | -1 | -7 | 8 | -9 | 10 | 15 | -3 | 3 | 11 | 6 | 5
O=S(=O)(Nc1cccnc1)c1cccc(Cl)c1 | 6 | 5 | -17 | 5 | 7 | 2 | -32 | 6 | -6 | 2 | -9

Entries listed above marked active in LMP1 NFkB inh:
compound | SRC3 inh | NCOA1 inh | NR5A2 inv ag | CF NFkB inh | SRC2 inh | TWEAK-Fn14 inh | LMP1 NFkB inh | COUP-TFII inh
Cc1cccc(N=Nc2ccc(O)c3ncccc23)c1 | -22 | -5 | -15 | -4 | -10 | 90* | 52* | 3
